IMPase Li cell = cell-permeable IMPase inhibitors with lithium potentiation. CHO-M1 cells, IP1 TR-FRET (IP-One), carbachol + lithium. 0.35% of 210,000 active. Potency, µM (titrated, usually from 59.4 µM), for the others: at the highest dose activity, negative = IMPase inhibition, most hits filed as inhibitors. AID 1457;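 note: IP1 builds up when IMPase is blocked and the TR-FRET signal falls; potency is the fitted concentration of half-maximal effect; plate controls were basal vehicle for no effect and high inhibitor control for full effect; nearly all actives have a fitted effect of over 50% in size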
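Test compounds were applied to CHO-M1 cells previously cultured for 16–30 h at 2000 per well. A small lithium amount accompanied them; after 30 min at 37C, IP1 was quantified by TR-FRET.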
HTT aggregate = inhibitors of mutant huntingtin aggregate formation in PC12 cells; PC12 HttQ103-GFP aggregates, Acumen cytometry, 40 h; Potency, µM (series often up to 46.1 µM), without a hit: at the highest dose activity change, negative = inhibition, usual class: inhibitors; 1.1% of 220,000 active; note: potency is the fitted concentration of half-maximal effect; % is set by controls: 0 for no effect and ±100 for the full control effect; nearly all actives have a fitted effect of over 60% in size
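Aggregates are detected as GFP objects 1–25 µm with signal 6 STDEV over background in lysates of induced PC12 cells. These carry Huntingtin exon 1 with 103 glutamines fused to GFP under an ecdysone promoter; compounds titrated.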
CBFb-RUNX1 inh = CBF-beta/RUNX1 interaction disruption; Q01196+Q13951; AlphaScreen CBFb-His/RUNX1-biotin binding, biochemical; Potency, µM (series often up to 59.8 µM), inactives show top-dose activity, negative = inhibition, actives largely listed as inhibitors; 230,000 tested, under 10 active; note: % of control where 0% means no effect
Target sequence (Q01196 whole entry, looked up): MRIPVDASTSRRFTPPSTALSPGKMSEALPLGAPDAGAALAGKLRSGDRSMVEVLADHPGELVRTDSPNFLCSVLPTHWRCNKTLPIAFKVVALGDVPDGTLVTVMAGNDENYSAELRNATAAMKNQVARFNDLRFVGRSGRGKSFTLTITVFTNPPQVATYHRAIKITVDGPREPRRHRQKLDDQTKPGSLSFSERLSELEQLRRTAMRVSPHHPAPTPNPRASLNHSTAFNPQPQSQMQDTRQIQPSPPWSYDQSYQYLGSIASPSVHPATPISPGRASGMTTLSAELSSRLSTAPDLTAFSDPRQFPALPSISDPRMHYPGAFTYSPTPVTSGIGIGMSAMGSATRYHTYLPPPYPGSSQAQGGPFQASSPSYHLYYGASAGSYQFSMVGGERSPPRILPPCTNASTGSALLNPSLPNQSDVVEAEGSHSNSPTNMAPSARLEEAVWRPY
Target sequence (Q13951 whole entry, looked up): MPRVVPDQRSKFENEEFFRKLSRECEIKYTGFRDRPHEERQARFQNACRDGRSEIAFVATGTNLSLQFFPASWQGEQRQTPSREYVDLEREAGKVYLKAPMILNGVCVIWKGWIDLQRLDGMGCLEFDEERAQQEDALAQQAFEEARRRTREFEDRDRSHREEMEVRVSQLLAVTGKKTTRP
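CBFb-His/RUNX1-biotin, 30 nM each, preincubated 20 min RT; compound 15 min RT; Ni + streptavidin beads 50 ng each, 90 min RT; AlphaScreen read.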
KinaseGlo FLuc = Kinase-Glo luciferase inhibition (counter-screen). Q27757. Kinase-Glo luciferase, ATP luminescence, 8 min. Potency, µM (doses to about 38.3 µM), for the others: at the top dose activity change, negative = inhibition, hits mostly inhibitors. 0.28% of 200,000 active. AID 1379; note: potency is the fitted concentration of half-maximal effect; % is set by controls: 0 for no effect and ±100 for the full control effect; nearly all actives have a fitted effect of over 60% in size
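Inhibition of Kinase-Glo luciferase light generation was assessed at 10 uM ATP in pH 7.2 imidazole buffer, with luminescence measured after eight minutes at ambient temperature.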
LMNA splice mod = modulators of lamin A splicing; HeLa LMNA splicing GFP/RFP minigene ratio, 48 h; Potency, µM (doses to about 46.1 µM), without a hit: at the highest dose ratio change, negative = inhibition, usual class: inhibitors; 0.01% of 200,000 active; active = well fitted inhibition curve with a large enough effect in the signal ratio, with a control signal flat, not every such curve was filed as active; inconclusive = small, poorly fitted or top-dose-only effect, or effect the other way, or a change in a side signal; the % refers to the signal ratio; note: potency is the fitted concentration of half-maximal effect; % is set by controls: 0 for no effect and ±100 for the full control effect
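S3 HeLa stable clones carrying a lamin A-EGFP splicing minigene plus DsRed2 were seeded at 600 cells/well in Opti-MEM with 2% FBS, pin-dosed and incubated 48 h at 37°C. Acumen cytometry (488 nm) gave the GFP/RFP total-intensity ratio.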
HTT cytoprotect = protects HTT-Q103 PC12 cells, measured by ATP; Potency, µM (series often up to 56.4 µM), without a hit: cytoprotection (ATP increase), usual class: activators; AID 1471; 0.14% of 230,000 active; PC12 HTT-Q103 induced, cytoprotection, ATP luminescence, 40 h;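 note: potency is the fitted concentration of half-maximal effect; % of control where 0% means no effect; nearly all actives have a fitted effect of over 45% in size; toxic huntingtin expression switched on by the ecdysone agonist tebufenozide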
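Readout: ATPlite luminescence (ATP level). Model: stable PC12, inducible Htt exon1 Q103-GFP. Inducer: tebufenozide, 100 nM final. Compounds: dose series. No G418 in medium.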
SMN2 splice up = increases expression of the SMN2 splice variant. Potency, µM (top dose mostly 46.1 µM), inactives show at the highest dose activity change, positive = activation, most hits filed as activators. 2.8% of 210,000 active. HEK293 SMN2-luciferase splicing reporter, luminescence, 30-36 h; note: potency is the fitted concentration of half-maximal effect; % of control where 0% means no effect; nearly all actives have a fitted effect of over 55% in size
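HEK293 cells carry an SMN2 minigene-luciferase reporter in which exon 7 inclusion puts luciferase in frame. Cells were seeded at 2000 cells/well, attached for 10-12 hours, then exposed to compounds for 30-36 hours at 37C before ONE-Glo luminescence.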
The depositor's hits bear a star; ? = inconclusive; . = not tested or not shown; & = joins results of further samples; [ ] = another dose, or the depositor's remark. Unless noted, calls come from the whole dose curve; as a rule, active = well fitted curve in the direction sought with a large enough effect; inconclusive = small, poorly fitted or top-dose-only effect, or another doubt; inactive = no such curve, though single readings can be large; an effect the other way counts as inactive or inconclusive. Outcome played no part in choosing rows, and some 4% of all compounds hit somewhere here.

The first 3 records as a preview:
SMILES	IMPase Li cell	HTT aggregate	CBFb-RUNX1 inh	KinaseGlo FLuc	LMNA splice mod	HTT cytoprotect	SMN2 splice up
COc1cccc(/C=N/Nc2nc3ccccc3n3cnnc23)c1	11%	-12%	3%	-2%	-13%	-8%[1.9 µM]	-6%
Cc1nnc2n(c1=O)C(CS(=O)(=O)c1ccccc1)CS2 (stereo not given)	-16%[38.3 µM]	-2%	5%	-1%	2%	-9%[0.074 µM]	15%
CC(C)COc1nc2ccccc2nc1C(C#N)C(=O)NC1CCCCC1 (stereo not given)	9%[38.3 µM]	-17%	3%	-2%	0%	-27%	-18%

The list itself, from the start:
SMILES	IMPase Li cell	HTT aggregate	CBFb-RUNX1 inh	KinaseGlo FLuc	LMNA splice mod	HTT cytoprotect	SMN2 splice up
COc1cccc(/C=N/Nc2nc3ccccc3n3cnnc23)c1	11%	-12%	3%	-2%	-13%	-8%[1.9 µM]	-6%
Cc1nnc2n(c1=O)C(CS(=O)(=O)c1ccccc1)CS2 (stereo not given)	-16%[38.3 µM]	-2%	5%	-1%	2%	-9%[0.074 µM]	15%
CC(C)COc1nc2ccccc2nc1C(C#N)C(=O)NC1CCCCC1 (stereo not given)	9%[38.3 µM]	-17%	3%	-2%	0%	-27%	-18%
CCCCc1c(O)c2ccccc2n(CCCC)c1=O	2%	-27%	7%	-1%	?	.	5%
Cc1ccc(C(=O)NC(=S)Nc2ccc(S(=O)(=O)N3CCN(C)CC3)cc2)cc1	-3%[38.3 µM]	3%	-7%	0%	14%	-5%	-19%
CCN1CCN(c2nc(C)nc3c2sc(=S)n3C)CC1	14%	-3%	-2%	3%	-10%	-5%	-1%
Cc1ccccc1/C=c1\s/c(=C\C(=O)C(C)(C)C)[nH]c1=O	42%[activator][38.3 µM]	-29%	-3%	-1%	-5%	0%	-15%
COC(=O)C1=C(NC(=O)c2ccc(C)cc2)CCS1	3%[38.3 µM]	5%	3%	-1%	5%	-11%	-9%
Cc1cc(S(=O)(=O)N2CCN(C(=O)CCC(=O)N3CCOCC3)CC2)ccc1Br	.	-16%[9.22 µM]	12%	.	.	1%[10 µM]	.
O=C(NCc1ccccn1)NC12CC3CC(CC(C3)C1)C2	20%[38.3 µM]	13%	3%	-3%	-1%	-10%[0.074 µM]	-25%
O=C(Nc1ccc2c(c1)OCO2)C1CC(=O)N(c2ccc3c(c2)OCCO3)C1 (stereo not given)	-2%	-17%	?	-3%	.	-59%	2%
COC(=O)COc1ccc(S(=O)(=O)Nc2ccc(C(N)=O)cc2)cc1C	2%[38.3 µM]	?	2%	-4%	1%	-5%	0%
CC12CC3(C)CC(C)(C1)CC(C(=O)NCC(=O)O)(C2)C3	-6%	13%	-6%	3%	.	-29%	6%
Cc1ccc(CNS(=O)(=O)NCc2ccccc2F)cc1	6%	11%	-8%	-1%	-1%[46 µM]	-4%	-8%
CCOC(=O)Cc1cc(C)[nH]c1C(=O)OCC	.	17%[9.22 µM]	4%	.	.	26%[10 µM]	.
COC(=O)CSc1nnnn1-c1cccc2ccccc12	3%	-12%	15%	4%	1%	-3%[10 µM]	20%
CNC(=O)COC(=O)/C=C/c1cn(-c2ccccc2)nc1-c1ccc2c(c1)OCCO2	-9%	?	15%	3%	.	-51%[inhibitor]	-32%[inhibitor]
CN(C)c1nc(NC(C)(C)C)nc(SCC(=O)Nc2ccccc2)n1	17%	-2%	4%	0%	.	-34%[inhibitor]	-26%
CC1CCCN(C(=S)Nc2ccc(S(=O)(=O)N3CCCCC3)cc2)C1 (stereo not given)	.	-1%[9.22 µM]	14%	.	-12%[46 µM]	-16%[10 µM]	.
CCCN1CCC(NC(=O)CCc2nnc(Cc3cc(OC)ccc3OC)o2)CC1	-4%	13%[9.22 µM]	4%	-1%	?	23%[10 µM]	.
CCc1ccccc1Nc1nc(N)nc(COC(=O)c2cccn2C)n1	2%[38.3 µM]	-5%	-4%	-5%	?	2%[10 µM]	?
CCC(=O)Nc1cccc2ccccc12	1%	12%[9.22 µM]	3%	4%	?	22%[10 µM]	.
O=C(C[n+]1ccc(C(=O)N/N=C/c2ccc(Br)cc2)cc1)c1ccccc1	25%[38.3 µM]	4%	-2%	-4%	-4%	-7%	1%
O=C(COC(=O)CC1c2ccccc2CCN1S(=O)(=O)c1ccc(F)cc1)Nc1ccccc1 (stereo not given)	10%	-12%	0%	0%	?	5%[10 µM]	-5%
O=C(NC1CC1)c1cccc(Br)c1	-5%	-12%	3%	-1%	6%	47%[0.074 µM]	-10%
CCc1nnc(NC(=O)C2CCN(S(=O)(=O)c3ccc(C)cc3)CC2)s1	-2%	-11%[9.22 µM]	8%	4%	-3%[46 µM]	1%[10 µM]	.
C/C(=N/NC(=O)c1cccs1)c1cccc(NC(=O)C2CC2)c1	-2%[38.3 µM]	16%	4%	0%	1%	-10%	16%
COc1ccc(CNC(=O)c2ccccc2NS(C)(=O)=O)cc1	-1%	-4%	2%	-1%	-14%[46 µM]	-38%[inhibitor]	4%
OCCC1CN(Cc2ccc3nsnc3c2)CCN1CCc1ccccc1 (stereo not given)	11%	12%[9.22 µM]	-2%	7%	7%[46 µM]	17%[10 µM]	.
NC(=O)[C@@H]1CCCCNc2c(F)cc([N+](=O)[O-])cc2C(=O)N[C@@H](CC(=O)O)C(=O)NCC(=O)N1	-2%	-10%	8%[2.36 µM]	-2%	4%	.	-12%

Already shown: entries from further up.
SMILES	IMPase Li cell	HTT aggregate	CBFb-RUNX1 inh	KinaseGlo FLuc	LMNA splice mod	HTT cytoprotect	SMN2 splice up
OCCC1CN(Cc2ccc3nsnc3c2)CCN1CCc1ccccc1 (stereo not given)	11%	12%[9.22 µM]	-2%	7%	7%[46 µM]	17%[10 µM]	.
NC(=O)[C@@H]1CCCCNc2c(F)cc([N+](=O)[O-])cc2C(=O)N[C@@H](CC(=O)O)C(=O)NCC(=O)N1	-2%	-10%	8%[2.36 µM]	-2%	4%	.	-12%

Other results follow:
SMILES	IMPase Li cell	HTT aggregate	CBFb-RUNX1 inh	KinaseGlo FLuc	LMNA splice mod	HTT cytoprotect	SMN2 splice up
COc1ccc(CCn2c(=O)[nH]c3cc(C(=O)N4CCN(c5ccccc5)CC4)ccc3c2=O)cc1OC	10%	-12%	6%	1%	?	-170%[inhibitor]	-47%[inhibitor]
CC1CCCCC1NC(=O)CSc1ccsc1[N+](=O)[O-] (stereo not given)	7%	18%[9.22 µM]	3%	5%	.	-37%	10%
Cc1ccc2c(c1)C(O)(CC(=O)c1cccc(-n3cccc3)c1)C(=O)N2 (stereo not given)	0%	-14%	-12%	1%	10%[46 µM]	-39%[inhibitor]	-15%
CC1Cc2ccccc2N1C(=O)COc1cccc(-n2cnnn2)c1 (stereo not given)	10%[38.3 µM]	-15%	0%	1%	?	-13%[10 µM]	-25%
CCOC(=O)C(=CNc1ccc(N2CCOCC2)cc1)C(=O)OCC	.	-14%[9.22 µM]	6%	.	?	-7%[10 µM]	.
Cc1ccc2[nH]c3c(NCc4ccco4)ncnc3c2c1	13%[38.3 µM]	11µM*	-8%	-4%	?	-89%[inhibitor][0.074 µM]	-63%[inhibitor]
COC(=O)c1ccccc1NC(=O)Cn1cc(Br)cn1	5%[38.3 µM]	-7%	5%	-4%	-1%	-3%[10 µM]	-9%
Cc1ccc(S(=O)(=O)N2CCCC(C(=O)NCc3cccnc3)C2)cc1Cl (stereo not given)	11%[38.3 µM]	-1%	-3%	2%	?	4%[10 µM]	-20%
O=C(NCc1ccco1)C(=O)NCC1OCCCN1S(=O)(=O)c1ccc(Cl)cc1 (stereo not given)	19%	24%	13%	6%	?	26%[10 µM]	3%
O=C(NCCN1CCN(c2ccccc2)CC1)C1CCN(S(=O)(=O)c2cccc3nonc23)CC1	11%[38.3 µM]	11%	1%	-4%	6%	11%	-25%
CN(C)CCCCSC(=N)N	6%&-6%&7%	.	?	1%&-2%	?	?	1%&-10%
O=C(CSc1nc2ccc(Cl)cc2[nH]1)c1cccs1	.	-4%[9.22 µM]	-10%	.	.	17%[10 µM]	.
CCOC(=O)N/N=C/C=C/c1ccccc1	-7%	0%	?	-3%	?	1%[10 µM]	11µM*
COc1ccc2c(c1OC)C(=O)N1N=C(c3ccc(F)cc3)CC21 (stereo not given)	0%	4%[9.22 µM]	0%	-3%	.	-70%	4%
COc1cc(/C=C(\NC(C)=O)C(=O)NC(C)(C)C)ccc1OC(C)=O	6%	-11%	7%	-1%	-4%	2%[10 µM]	2%
CCCSc1nc(O)c(C2OC(=O)c3c2ccc(OC)c3OC)c(=O)n1-c1ccccc1 (stereo not given)	-15%[38.3 µM]	11%	-5%	-8%	9%	0%	7%
COc1ccc(NC(=S)NCc2ccco2)c(OC)c1	24%[38.3 µM]	-10%	-4%	17%	8%	-7%	-10%
COc1ccc(C(=O)n2nc(-c3ccco3)nc2SC)cc1OC	25%[38.3 µM]	9%	5%	-1%	-6%	-2%[0.074 µM]	0%
CCCC/C(O)=C1\C(=O)CC(C)(C)CC1=Nc1ccccc1OC	40%[activator][38.3 µM]	-3%	-7%	-5%	?	-10%	-16%
COc1ccc(NC(=O)c2cc(C)cc(C)c2)cc1[N+](=O)[O-]	-6%	-9%	-9%	0%	-14%[46 µM]	-31%[inhibitor]	-5%
Cc1ccc2oc(=O)c3c4cc(O)c(O)cc4oc3c2c1	-9%	.	-8%	-3%	.	-13%	?
CCc1ccc(NC(=O)c2cccnc2)cc1	4%[38.3 µM]	5%	5%	-3%	-6%	4%[1.9 µM]	?
O=C1CCCC2=C1C(c1ccc(O)c(O)c1)Nc1ccc3ncccc3c12 (stereo not given)	3%	23%	?	2%	?	14%[10 µM]	15%
O=C(c1ccco1)N1CCN(C(=O)c2cnn3c(C(F)(F)F)cc(-c4cccs4)nc23)CC1	6%[38.3 µM]	3%	-8%	5%	-13%	-24%	.
O=C(CCN1c2ccccc2Sc2ccccc21)Nc1ccccc1	5%[38.3 µM]	-3%	-11%	0%	-18%	-13%	3%
CN(C)S(=O)(=O)c1cc(NC(=O)COC(=O)Cc2ccc(Br)cc2)ccc1Cl	1%	-1%	-2%	-2%	7%	40%[10 µM]	19%
CCc1ccc2c(c1)C1(SC(NC(C)=O)=NN1C(C)=O)C(=O)N2CC (stereo not given)	-1%	-20%	3%	-3%	8%[46 µM]	-15%	3%
CCOc1cc(CNn2cnnc2SCC(=O)NC(C)(C)C)ccc1OCC(=O)NC(C)(C)C	3%	-8%	0%	1%	.	1%	-20%
